# Compound activity (PubChem)
# INS promoter inh – TRM-6 insulin promoter activity inhibition; inhibition, % at 2 µM; TRM-6 cells (human fetal islet line), insulin promoter-eGFP reporter, imaging; reporter expression induced with tamoxifen; 130,000 tested, 0.9% active;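 active = inhibition above the mean plus 3 SD, with well images judged a real hit on visual review, cut at about 60% in these data, passing the limit was not always enough; inconclusive = inhibition over the cutoff but images rejected on review; inactive = inhibition not above the cutoff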
# sdo1 growth – sdo1-depleted yeast growth rescue | z-score at 10 µM | S. cerevisiae sdo1-depleted JHY4D growth rescue, OD600 30 h; stronger effect = higher value; pdr5 snq2 efflux-pump mutant strain | 140,000 tested, 0.21% active;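 active = z-score above 3 at both the 24 hr and the 30 hr optical density reads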;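 also: z-score against mean and SD of all compound wells on the same plate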
# sdo1 growth Rescue 24 h – further read-out of sdo1 growth, marked with its call; z-score; S. cerevisiae sdo1-depleted JHY4D growth rescue, OD600; measured here: growth rescue at 24 h;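 0 is the plate mean of compound wells and units are plate SD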
# An asterisk follows results filed as active; i = inactive; ? = inconclusive; · = no result given. An unsorted share of the library; 0.99% or so of the library scored in one or more.
sdo1 growth	sdo1 growth Rescue 24 h	INS promoter inh	mol
-0.26	-0.4	9	CC(C)Cn1c(CN2C(=O)c3ccccc3C2=O)nc2ccccc2c1=O
-0.01	-0.09	5	COc1ccc(C(=O)N/N=C/c2ccc(OC)c(OS(=O)(=O)c3ccccc3)c2)cc1
·	·	67	O=[N+]([O-])c1cc(Br)c(O)c(/C=N/Nc2nc3ccccc3s2)c1
0.79	0.81	33	O=c1[nH]c2ccccc2n2c(-c3ccccc3)nnc12
0.55	0.33	-53	Cc1cc(C)cc(NC(=S)NCCCO)c1
0.36	0.18	17	O=C(NC(=S)N1CCN(Cc2ccccc2)CC1)c1ccccc1
-0.3	0.37	37	C=CCn1c(=NC(=O)c2ccc(S(=O)(=O)N3CCc4ccccc4C3)cc2)sc2cc(S(N)(=O)=O)ccc21
1.2	0.75	-23	CC1=CC(=NOC(=O)/C=C/c2ccccc2)C=C(C)C1=O
0.99	1.6	·	Cc1c(NC(=O)C(C)N2CC(C)OC(C)C2)c(=O)n(-c2ccccc2)n1C (stereo not drawn)
·	·	-9	CC1(C)Cc2ccccc2C(NNC(=O)c2ccccc2)=N1

sdo1 growth	sdo1 growth Rescue 24 h	INS promoter inh	mol
0.74	1.5	61	CCOCC(=O)Nc1ccc(S(=O)(=O)N2CCOCC2)cc1
-1.3	-0.76	3	Cc1ccc(SCCNC(=S)Nc2ccccc2)cc1
·	·	60	CCN1C(=O)c2ccc(C(=O)Nc3ncc(C)s3)cc2C1=O
-0.27	0.29	-35	CCOc1ccc(CCNS(=O)(=O)c2cccc3nsnc23)cc1OCC
0.97	-0.03	30	O=C(CCC1=NS(=O)(=O)c2ccccc2N1)NC1CCCCCCC1
-0.06	-0.26	-55	C/C(=N\NC(=O)CC1N=C(Cc2ccccc2)NNC1=O)c1ccccc1 (stereo not drawn)
-0.79	-1.2	-27	COc1ccc(N2C(=O)CCC(C(=O)N3CCCCCC3)C2c2ccc(OC)c(OC)c2)cc1 (stereo not drawn)
0.63	0.21	·	CCOC(=O)Cn1c(CCC(=O)O)ccc1-c1ccc(F)cc1
-0.38	-0.73	-51	CSc1nc2ccccc2n1CC(=O)Nc1cc(C(F)(F)F)ccc1N1CCOCC1
-0.53	-0.34	-5	CCCCn1nnnc1SCC(=O)Nc1cccc(C)n1

sdo1 growth	sdo1 growth Rescue 24 h	INS promoter inh	mol
0.76	0.19	-26	Cn1ccnc1C(O)c1ccc(OCc2ccccc2)cc1 (stereo not drawn)
0.14	-0.75	60*	Cc1cccc(C)c1NC(=O)COC(=O)COc1ccc2c(C)cc(=O)oc2c1
0.12	0	-1	O=C(O)c1ccc(CSCc2ccco2)cc1
-0.09	0.05	-52	Cc1ccc(CN2CCN(CC(=O)NCc3ccc(Cl)cc3)C2=O)cc1
-0.39	-0.76	·	CC(C1CC1)N(C(=O)c1ccccc1O)c1ccccc1 (stereo not drawn)
-0.17	0.14	-193	CCOc1ccc(C(=O)NCC(=O)OCc2c(F)cccc2Cl)cc1
1.1	0.84	10	CCOC(=O)CSc1nnc(CNC(=O)c2cccs2)n1-c1cc(OC)ccc1OC
-0.55	-1.1	·	CCOP(C)(=O)C1(C(=O)OCc2ccccc2)CC1 (stereo not drawn)
0.5	0.81	-61	CN(C)C(CNC(=O)CCCc1c[nH]c2ccccc12)c1ccco1 (stereo not drawn)
0.69	0.6	29	CN(c1ccccc1C(=O)Nc1cccc([N+](=O)[O-])c1)S(C)(=O)=O

sdo1 growth	sdo1 growth Rescue 24 h	INS promoter inh	mol
·	·	43	CCOC(=O)c1c(N2C(=O)Nc3ccccc3N2O)n[nH]c1-c1cccc(OC)c1
0.2	-0.07	·	CC(C)(C)NC(=S)NCc1ccco1
·	·	36	COc1ccc(/C=N/NC(=O)c2cccc(NC(=O)c3ccccc3Cl)c2)cc1OC
0.15	0.4	0	O=C1c2cccc3cccc(c23)C(=O)N1CC1CCN(S(=O)(=O)c2ccc(F)cc2)CC1
-0.4	-1.3	57	O=C(c1ccco1)N1CCN(C(c2ccc(Cl)cc2)c2nnnn2CC2CCCO2)CC1 (stereo not drawn)
0.04	0.13	-58	Cc1ccc(N2CC(C(=O)Nc3ccccc3C(=O)NC3CCCCC3)CC2=O)cc1 (stereo not drawn)
·	·	-200	COc1ccc(Nc2nc3cc(C)ccc3cc2C#N)c(OC)c1
1.4	0.99	-17	C/[N+]([O-])=C1\Cc2ccccc2C1=O
1.4	0.23	38	CN(C)S(=O)(=O)c1ccc(Cl)c(NC(=O)COC(=O)/C=C/c2ccc(S(=O)(=O)N3CCOCC3)cc2)c1
-1.1	-0.24	·	CCc1ccc(Nc2nc(N)nc(CSc3nc4ccccc4s3)n2)cc1

sdo1 growth	sdo1 growth Rescue 24 h	INS promoter inh	mol
·	·	-22	CCOc1c(Cl)cc(CNCC(O)c2ccccc2)cc1OC (stereo not drawn)
0.28	-0.22	25	O=[N+]([O-])c1ccccc1/C=N/Nc1nccnc1Cl
1.3	1.5	44	CCCCCn1c(SCC2CCCO2)nc2cc(C(=O)N3CCC(C(N)=O)CC3)ccc2c1=O (stereo not drawn)
0.28	-0.11	23	CCOc1ccccc1NC(=S)N1CCC(NC(=O)NC23CC4CC(CC(C4)C2)C3)CC1
-1.3	-1.5	-35	O=S(=O)(NC1CCCCC1Nc1ccc(Cl)cc1)c1ccccc1 (stereo not drawn)
·	·	-17	CCOC(=O)C1=C(C)OC(N)=C(C#N)C1c1cccs1 (stereo not drawn)
0.86	0.37	38	CCc1nc(C)ccc1OCC(=O)NCCCN(C)C
-0.1	-0.42	-14	Cc1cnn(C(=S)NCc2ccco2)c1
-0.5	-0.22	15	c1coc(-c2nc3nc4ccccc4nc3n2-c2ccc3c(c2)OCCO3)c1
-0.13	-1.1	-37	COc1cc(OC)nc(NC(=O)CCl)n1

# Complete entries from above.
# O=[N+]([O-])c1ccccc1/C=N/Nc1nccnc1Cl across the screens: sdo1 growth = 0.28; sdo1 growth Rescue 24 h = -0.22; INS promoter inh = 25
# CCOc1ccccc1NC(=S)N1CCC(NC(=O)NC23CC4CC(CC(C4)C2)C3)CC1 across the screens: sdo1 growth = 0.28; sdo1 growth Rescue 24 h = -0.11; INS promoter inh = 23

# (listing goes on)
sdo1 growth	sdo1 growth Rescue 24 h	INS promoter inh	mol
-0.11	0.16	-7	Cc1cc(C(=O)CSc2nnc(-c3ccco3)o2)c(C)n1Cc1ccco1
-0.12	-0.2	·	Cc1ccccc1OCCNC(=O)/C=C/c1ccc([N+](=O)[O-])cc1
-0.64	-0.3	·	Cc1[nH]c2ccccc2c1/C=C/c1nc2ccccc2c(=O)n1-c1cccc([N+](=O)[O-])c1
-0.49	-0.53	·	CCOC(=O)CSc1nnc(Cc2cc(=O)[nH]c(=O)[nH]2)n1-c1ccc(Cl)cc1
-0.45	-0.55	27	COc1cc(C2C(C#N)=C(N)Oc3c2ccc2ccccc32)ccc1OCC(=O)Nc1ccccc1C (stereo not drawn)
0.74	1.1	·	O=C(Nc1ccc2snnc2c1)N1CCOCC1
0.08	0.1	2	CC1(C)Cc2nc3sc4c(=O)n(CC(N)=O)cnc4c3cc2CO1
0.2	-0.69	14	CS(=O)(=O)NCc1csc(-c2ccccc2)n1
·	·	-53	CC(=O)N1CCc2cc(Br)cc(S(=O)(=O)CCC(=O)N3CCN(c4ccccn4)CC3)c21
0.42	0.22	-77	O=C(CCN1C(=O)c2ccccc2C1=O)N1CCOCC1

# Some entries already given with just sdo1 growth:
molecule | sdo1 growth
O=C(Nc1ccc2snnc2c1)N1CCOCC1 | 0.74
CC1(C)Cc2nc3sc4c(=O)n(CC(N)=O)cnc4c3cc2CO1 | 0.08

# (cont.)
sdo1 growth	sdo1 growth Rescue 24 h	INS promoter inh	mol
-0.78	-0.11	·	Cc1cc(C(=O)N2CCN(C(c3ccccc3)c3ccccc3)CC2)on1
0.01	-0.56	-26	CCOc1ccc(OCC)c(NC(=O)CSc2nnc(Cn3cnc4ccccc43)n2C)c1
0.68	0.66	11	CCOC(=O)COn1c(=O)c(=O)n(OC)c2ccccc21
-0.56	-0.4	-17	O=C(NCc1ccco1)c1ccccc1-c1nc(-c2ccccc2)no1
-0.66	-0.6	·	Cn1c(=O)c2c(nc(N/N=C/c3cccs3)n2Cc2ccccc2)n(C)c1=O
-0.14	-0.77	-32	CCC(C)c1ccccc1NC(=S)Nc1cccnc1 (stereo not drawn)
-1.6	-1.3	0	C=CCNC(=S)NNC(=O)COc1cccc(Cl)c1
0.01	-1.1	·	Cc1nc(Cl)c2c(n1)N(CC(N)=O)C(=O)CO2
-1.2	-1.6	21	O=C1OCCC1Sc1nc2ccccc2c(=O)n1Cc1ccc(F)cc1 (stereo not drawn)
0.28	0.03	60	CCOC(=O)c1cnn2c(C)cc(-c3ccccc3)nc12

# 4 compounds drawn at random from the list so far:
sdo1 growth	sdo1 growth Rescue 24 h	INS promoter inh	mol
0.01	-1.1	·	Cc1nc(Cl)c2c(n1)N(CC(N)=O)C(=O)CO2
0.28	0.03	60	CCOC(=O)c1cnn2c(C)cc(-c3ccccc3)nc12
-0.14	-0.77	-32	CCC(C)c1ccccc1NC(=S)Nc1cccnc1 (stereo not drawn)
-1.6	-1.3	0	C=CCNC(=S)NNC(=O)COc1cccc(Cl)c1

# (more compounds)
sdo1 growth	sdo1 growth Rescue 24 h	INS promoter inh	mol
0.34	0.48	44	CC(=O)c1sc(NC(=O)c2ccc(C)cc2)nc1C
-1.6	-0.65	·	COc1ccc(C(=O)c2cnc3ccccc3c2-c2ccccc2)cc1
0.25	-0.56	28	CCc1nc(-c2ccccc2)cc(=O)[nH]1
1.9	2.4	56	CCOC(=O)N1CCC(NC(=O)c2cc(S(=O)(=O)N3CCc4ccccc43)cn2C)CC1
0.18	-0.44	-21	CCOC(=O)CN1C(=O)S/C(=C/c2ccc(N3CCCCC3)o2)C1=O
-1.8	-0.56	·	Cc1ccc(C(=O)Nc2ccc(Cc3ccncc3)cc2)cc1[N+](=O)[O-]
·	·	31	COc1ccccc1CC(=O)NNS(=O)(=O)c1ccccc1[N+](=O)[O-]
-2	-1.7	20	Cc1cc(C)c2nc(N3CCC(C(=O)N4CCN(C(=O)c5ccco5)CC4)CC3)sc2c1
0.97	1.4	-76	CCOC(=O)C(Cc1ccccc1)C(=O)Nc1cccc2ccccc12 (stereo not drawn)
·	·	-23	Cc1ccc(CC(=O)NCCCn2ccnc2)cc1

sdo1 growth	sdo1 growth Rescue 24 h	INS promoter inh	mol
-0.56	0.73	-11	CCOc1ccc(Br)cc1S(=O)(=O)Nc1ccc(NC(=O)c2ccccc2F)cc1
0.87	0.43	12	O=C(c1ccco1)N1CCN(S(=O)(=O)c2ccc3[nH]c(=O)oc3c2)CC1
-0.19	-0.16	·	Cn1c(=O)c2c(nc(CN3CCN(c4ccccc4)CC3)n2Cc2ccccc2Cl)n(C)c1=O
-1.5	-0.96	32	Cc1ccc(-n2nc3c(c2NC(=O)c2ccc4c(c2)OCO4)CSC3)cc1
-0.13	0.04	-18	COc1ccc(/C=c2\sc3nc(-c4ccccc4)c(-c4ccccc4)n3c2=O)cc1OC
0.59	-0.45	·	COc1cccc(NC(=O)COC(=O)CNS(=O)(=O)c2c(F)cccc2F)c1
-0.41	-1.2	27	O=C(NC1CCCCC1)C1CCCN(S(=O)(=O)c2cccs2)C1 (stereo not drawn)
·	·	16	CCCCC(=O)Nc1ccc(C(=O)N(CC)c2ccccc2C)cc1
0.58	0.15	53	CN(C)S(=O)(=O)c1cccc(C(=O)Nc2ccccc2[N+](=O)[O-])c1
-0.86	-0.13	28	O=C(NC12CC3CC(CC(C3)C1)C2)N1CCC(n2nnc3ccccc32)CC1

sdo1 growth	sdo1 growth Rescue 24 h	INS promoter inh	mol
0.36	0.02	-35	C=CCNC(=O)c1ccc(CNS(=O)(=O)c2ccc(NC(C)=O)cc2)cc1
-0.38	0.3	18	COC(=O)CSc1nnc(NC(=O)/C=C\c2ccc3c(c2)OCO3)s1
·	·	-120	O=C(NC1CCCCC1)C(c1ccc(Cl)cc1)N(C(=O)c1ccccn1)c1cccnc1 (stereo not drawn)
-1.4	-0.09	32	CCOc1cc(/C=C2/NC(=O)N(CC(=O)Nc3cccc(C)c3)C2=O)ccc1OC
0.4	1.3	-246	C=CCOc1c(Cl)cc(CNCCC)cc1Cl
0.69	1.4	8	CCOc1ccc(/C=C2\C(=O)c3ccccc3OC2c2ccccc2)cc1 (stereo not drawn)
-1.5	-1.1	0	COC(=O)C1=NN(c2ccc(C)cc2)C2(S1)SC(C(C)=O)=C(C)N2c1ccccc1 (stereo not drawn)
-0.14	-0.42	?	CS(=O)(=O)NCc1ccc(C(=O)NCCOc2ccccc2)cc1
-1.2	-0.71	-14	O=C(Nc1ccc(N2CCCCC2)c(Cl)c1)c1ccc2c(c1)OCCO2
·	·	0	C=C(C)Cn1c(-c2ccncc2)n[nH]c1=S

sdo1 growth	sdo1 growth Rescue 24 h	INS promoter inh	mol
·	·	i	O=S(=O)(c1ccc(Br)s1)N1CCN(c2ccccc2)CC1
-0.8	0.03	-35	C/C(CC1CC2=C(CC1(C)C)C(C)(C)CCC2)=N\NC(N)=S (stereo not drawn)
0.95	1.2	15	O=C(O)CCC(=O)NCc1cn(-c2ccccc2)nc1-c1cccc(Br)c1
0.66	-0.44	-18	Brc1ccc(N=C(c2ccccc2)c2ccncc2)cc1
-2.6	-2.2	·	CCCCCn1c(N2CCN(c3cccc(Cl)c3)CC2)nc2c1c(=O)[nH]c(=O)n2C
0.45	-0.04	·	COc1ccc2nc(NCCCNC(=O)c3cc(OC)c(OC)c(OC)c3)c(C#N)cc2c1
-1.6	-0.77	i	CCCc1cc(C(=O)Nc2nccs2)cs1
